NR3A LBD binder: modulators (binders) of human NR3A ligand-binding domain; NR3A LBD differential scanning fluorimetry, Tm shift; 0% = protein alone, 100% = glycine-bound protein; Tm shift relative to glycine control, % at 25 µM; 2.5% of 340,000 active;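 active = melting temperature shift of at least 10% of the positive control shift, at one fixed dose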
MPTP block: inhibitors of mitochondrial permeability transition pore | inhibition, % at 10 µM | 1.4% of 360,000 active | isolated mouse mitochondria, Ca2+ swelling absorbance, 30 min;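 active = inhibition of 50% or more, scaled per plate between neutral and stimulator controls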;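 also: 0% = DMSO wells given calcium and 100% = 1 mM EGTA wells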
APOBEC3G inh: blocks human APOBEC3G single-stranded DNA deamination; 0.28% of 330,000 active; Q9HC16; recombinant A3G, ssDNA deamination FAM/TAMRA fluorescence; inhibition, % at 20 µM;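 active = inhibition of at least 40% at 20 µM, with no more than 30% in the related APOBEC3A deaminase screen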;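 also: plate controls were DMSO wells with A3G for no effect and wells lacking A3G enzyme for full effect; some compounds called inactive have numbers as strong as hits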
Target sequence (Q9HC16 whole entry, looked up): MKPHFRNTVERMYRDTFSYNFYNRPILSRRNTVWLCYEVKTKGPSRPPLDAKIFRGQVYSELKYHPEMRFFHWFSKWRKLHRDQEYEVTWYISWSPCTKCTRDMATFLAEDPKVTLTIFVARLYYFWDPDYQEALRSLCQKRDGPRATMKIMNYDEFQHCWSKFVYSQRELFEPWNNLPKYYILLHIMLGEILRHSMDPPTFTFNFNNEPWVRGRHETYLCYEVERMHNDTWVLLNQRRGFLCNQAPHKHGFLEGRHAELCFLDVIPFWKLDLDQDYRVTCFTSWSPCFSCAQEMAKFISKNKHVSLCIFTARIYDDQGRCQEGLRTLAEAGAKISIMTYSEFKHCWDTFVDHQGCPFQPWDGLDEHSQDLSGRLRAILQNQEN
EBI2 antag: blocks human EBI2 receptor beta-arrestin signaling | 0.81% of 360,000 active | AID 651636 | EBI2 beta-arrestin recruitment, luminescence, 7a,25-OHC stimulated | P32249 | inhibition, % at 5 µM; in the data active = inhibition above about 38%;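 also: enzyme fragment complementation signal reports receptor beta-arrestin coupling in cells; 0% = agonist plus DMSO wells and 100% = wells without agonist; some results beyond the cut were filed as inactive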
Gli-Sufu block: Gli-Sufu pathway antagonism; Sufu-KO-LIGHT fibroblasts, Gli luciferase reporter luminescence; inhibition, % at 5 µM; 0.74% of 340,000 active;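 active = inhibition above about 55%, limit read from the data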;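 also: 0% = DMSO-treated cells and 100% = wells with medium but no cells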
A3A deaminase: human APOBEC3A DNA deaminase inhibition. inhibition, % at 20 µM. AID 493011. recombinant A3A, FAM/TAMRA ssDNA deamination fluorescence. 0.41% of 330,000 active;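 active = at least 40% inhibition at 20 µM here, with at most 30% in a related deaminase screen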;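 also: plate controls were A3A with DMSO for no effect and wells lacking A3A enzyme for full effect; some results filed as inactive read as strong as hits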
Target sequence (P31941 whole entry, looked up): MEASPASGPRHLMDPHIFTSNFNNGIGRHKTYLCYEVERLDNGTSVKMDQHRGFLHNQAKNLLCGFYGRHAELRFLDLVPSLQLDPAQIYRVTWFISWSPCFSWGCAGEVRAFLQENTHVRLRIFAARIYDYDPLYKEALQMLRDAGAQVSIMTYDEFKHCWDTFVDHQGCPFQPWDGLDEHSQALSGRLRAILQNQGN
CCR6 antagonist: blocks CCL20-driven beta-arrestin recruitment at human CCR6; P51684; CHO-K1 CCR6 PathHunter beta-arrestin, luminescence, CCL20-stimulated; inhibition, % at 20 µM; 0.49% of 340,000 active;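 active = compounds whose inhibition of the agonist-driven luminescence signal at 20 µM reaches about 50%, limit read from the data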;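 also: cells stimulated with CCL20 at 14 nM final; plate controls were DMSO with CCL20 for no effect and DMSO without agonist for full effect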
Target sequence (P51684 whole entry, looked up): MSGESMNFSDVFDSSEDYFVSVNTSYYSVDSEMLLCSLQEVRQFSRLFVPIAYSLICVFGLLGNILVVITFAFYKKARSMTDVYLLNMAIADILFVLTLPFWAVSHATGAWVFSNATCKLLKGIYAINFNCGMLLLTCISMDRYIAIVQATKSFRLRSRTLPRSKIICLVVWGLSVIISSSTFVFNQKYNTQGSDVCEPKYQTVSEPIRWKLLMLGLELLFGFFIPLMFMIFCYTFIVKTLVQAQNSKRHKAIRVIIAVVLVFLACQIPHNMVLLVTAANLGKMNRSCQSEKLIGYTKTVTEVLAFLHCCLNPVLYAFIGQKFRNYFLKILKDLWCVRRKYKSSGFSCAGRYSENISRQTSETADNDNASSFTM
CXCR6 inh: blocks human CXCR6 beta-arrestin recruitment; 0.36% of 360,000 active; CHO-K1 PathHunter CXCR6 beta-arrestin, luminescence; inhibition, % at 20 µM; O00574; in the data active = inhibition above about 34%, passing the limit was not always enough;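 also: antagonist mode with CXCL16 agonist at 10 nM final; 0% = 10 nM CXCL16 with DMSO and 100% = unstimulated wells without agonist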
Starred values were filed as active, the others as inactive; . = not tested or not shown; & = joins results of further samples.

Each structure is followed by: NR3A LBD binder	MPTP block	APOBEC3G inh	EBI2 antag	Gli-Sufu block	A3A deaminase	CCR6 antagonist	CXCR6 inh
#1 O=C(CSc1nc2ccccc2c(=O)n1-c1ccc(F)cc1)NC1CC1
→ -6	-1.4	-7	-3	16	-2	5	1
#2 OCC1(Cc2ccccc2C(F)(F)F)CCN(Cc2cccc3cnccc23)CC1
→ -1	-0.2	-9	16	25	-5	16	6
#3 COc1ccc(Nc2nc(C)cc(C)c2C#N)cc1
→ 0	-2.2	-5	7	16	-4	12	-1
#4 CCc1nnc(NS(=O)(=O)c2ccc(N=CC3=C(O)CC(C)(C)CC3=O)cc2)s1
→ -1	0.2	-9	4	-4	-6	-5	4
#5 CCOC(=O)C[C@H]1c2cc(F)ccc2S(=O)(=O)N1C(C)C
→ -2	-1.1	2	1	-3	-3	6	2
#6 O=C(CSc1nc2ccccc2c(=O)[nH]1)Nc1ccc(Br)cc1
→ -1	2.8	2	-9	2	3	-9	-8
#7 CC(=O)N1CCc2cc(S(=O)(=O)N3CC(C)CC(C)C3)ccc21 (stereo not given)
→ -3	-0.3	-6	3	-4	-5	14	5
#8 COc1ccc(C(C)C)cc1S(=O)(=O)N1CCN(c2ccccc2)CC1
→ 1	-0.5	-3	3	4	3	20	-6
#9 CC(=O)N1CCCc2cc(S(=O)(=O)N3CCCC(C(=O)NCc4ccc(Cl)cc4)C3)ccc21 (stereo not given)
→ -1	2.2	0	-4	27	2	7	-1
#10 CCN1CCN(CCCNC(=O)C(=O)c2c(C)[nH]c3ccccc23)CC1
→ 0	0.0	-12	-11	3	2	-1	-5
#11 COc1ccc(-c2cc(C(=O)N3CCOCC3)c3ccccc3n2)cc1OC
→ -2	0.6	-10	-8	-8	-8	10	-5
#12 Cc1ccccc1-c1nc(CS(=O)CC(=O)NCc2ccc3c(c2)OCO3)c(C)o1 (stereo not given)
→ 3	-1.4	-8	0	1	-5	1	-7
#13 O=C(Cc1ccc2c(c1)OCCO2)N1CCN(c2ccccc2)CC1
→ 0	2.8	-10	0	1	2	1	6
#14 Cc1ccc(-c2nnc3c4ccccc4c(C)nn23)cc1S(=O)(=O)N1CCN(C)CC1
→ -4	1.8	-3	-7	-5	0	1	-6
#15 COc1ccc(-c2cnc3ncnn3c2N)cc1
→ -2	0.0	3	5	-9	1	11	-8
#16 O=C(CC(=O)NCc1ccccc1)NCc1ccccc1
→ -1	-0.3	-11	-3	23	-4	16	6
#17 CC(NC(=O)COc1ccccc1)C(c1cccs1)N1CCCC1 (stereo not given)
→ 0	0.0	-3	1	7	4	12	5
#18 CCc1ccc(NC(=O)c2cnn3c(C(F)F)cc(C)nc23)cc1
→ 4	4.4	-8	17	5	-5	11	10
#19 Cc1ccc(NS(=O)(=O)c2cc([N+](=O)[O-])ccc2NNC(=S)Nc2cc(C)ccc2C)c(C)c1
→ 20*	110*	-6	13	62*	1	86*	63*
#20 CCC(C(=O)Nc1ccccc1Cl)n1nc(C)c2c(C)n(-c3ccccc3)nc2c1=O (stereo not given)
→ -2	-2.6	-9	-1	-17	-8	9	9
#21 CC(=NCc1ccco1)C1=C(O)c2ccccc2C1=O
→ 1	-1.1	2	2	-21	-1	1	-5
#22 CCOC(=O)C1CCN(C(=O)C(=O)N2CCC(C(=O)OCC)CC2)CC1
→ -1	0.2	-9	13	2	7	4	-4
#23 O=C1c2ccccc2S(=O)(=O)N1Cc1cccc(S(=O)(=O)N2CCOCC2)c1
→ -1	-7.7	-3	-5	25	9	9	2
#24 COc1ccc(CNC(=O)c2cc3ccccc3o2)cc1OC
→ -4	-1.2	71*	18	7	-3	16	5
#25 CC(=O)OCCCN1C(=O)c2ccc(Br)cc2C1=O
→ 0	-0.2	-3	-35	-5	0	10	-1
#26 CCOc1ccc(S(=O)(=O)N(CC(=O)NCC(F)(F)F)Cc2ccco2)cc1
→ 2	2.2	-3	1	-1	-2	20	-5
#27 CC(C)(C)C(=O)Cn1nc(Cl)nc1Cl
→ 1	-3.1	11	-8	3	5	4	-6
#28 O=C(c1ccc(CSc2nc3ccncc3[nH]2)cc1)N1CCCCCC1
→ 1	15	3	-14	-43	-6	1	-3
#29 O=C(O)CSc1nc(C(F)(F)F)cc(=O)n1-c1ccccc1
→ -1	-2.5	-1	0	14	0	-3	-3
#30 CN(C(=O)CSc1nc(O)cc(=O)n1C1CCCC1)c1ccccc1
→ 4	1.6	-6	13	-22	-2	-10	-6
#31 O=C(Nc1cccc(F)c1)NC1(C(=O)N2CCOCC2)CCCCC1
→ 1	0.4	-8	1	5	-2	3	-2
#32 O=C(CSC1=NCCN1)Nc1cccc([N+](=O)[O-])c1
→ -1	0.3	-5	4	-23	0	11	23
#33 O=C(O)C1C2C=CC(C2)C1C(=O)NCCc1cccc(Cl)c1 (stereo not given)
→ -1	-5.2	-3	-5	4	1	-4	3
#34 COc1ccc(N=C2SC(C(=O)Nc3ccc4c(c3)OCO4)CC(=O)N2C)cc1 (stereo not given)
→ -2&0	-2.9&1.1	7	11&9	-8&3	1	3&1	7&-1
#35 CC(=O)c1ccc(-n2nnnc2SCC(=O)NNC(=O)c2ccco2)cc1
→ -1	0.3	-5	3	-2	-3	-7	3
#36 C[C@@H]1NS(=O)(=O)[C@H]2C[C@@H]3C=C[C@]2(O3)[C@H]1OC(=O)Nc1ccc(C(F)(F)F)cc1[N+](=O)[O-]
→ 4	-0.2	-10	-9	-7	-4	-6	-18
#37 CCc1nc(-c2ccc(OC)c(OC)c2)cc2cc(OC)c(OC)cc12
→ 1	-6.5	-6	7	-6	-1	-4	-12
#38 CC1CCCC(NC(=O)c2ccc3c(SCC(=O)O)c4c(nc3c2)CCC4)C1C (stereo not given)
→ 2	0.9	-9	5	0	-6	4	-7
#39 COc1cc(NC(=O)c2ccccc2[N+](=O)[O-])c(C(=O)O)cc1OC
→ 0	0.1	-6	4	-1	-3	-3	4
#40 CC(C)c1ccc(NC(=O)CN2C(=O)COc3ccc(S(=O)(=O)N4CCOCC4)cc32)cc1
→ 1	0.4	-9	-10	-22	-7	-1	8
#41 CCOc1ccc(C(CC(=O)O)NC(=O)c2ccco2)cc1 (stereo not given)
→ 0	1.7	-1	-9	-1	-2	-10	-10
#42 C=CCN(c1ccc(OC)cc1)S(=O)(=O)c1ccc(Cl)c(C(=O)OCC(=O)c2c(N)n(C)c(=O)n(C)c2=O)c1
→ 2	0.5	.	1	0	.	7	-3
#43 CC1(C)CC(=O)C2=C(C1)N(c1ccccc1)C(=O)CC2c1ccc(O)cc1 (stereo not given)
→ -3	-0.3	-6	-12	-12	-2	4	1
#44 Cc1ccc(CNCC(O)(c2ccccc2)c2ccccc2)cc1
→ 1	2.7	-5	7	-2	38	5	-1
#45 O=C(NC(=O)c1ccccc1Cl)Nc1ccc(-c2cnco2)cc1
→ 2	0.5	0	4	-25	2	-2	5
#46 COc1ccc(-c2cc(C(=O)NCC3CCCO3)c3ccccc3n2)cc1 (stereo not given)
→ -1	0.5	-2	7	-8	-2	8	7
#47 Cc1nnc(NC(=O)CSc2nc3c(c(=O)n(C)c(=O)n3C)n2C(C)C)s1
→ -2	-0.3	-2	-2	10	-1	-6	-6
#48 CC(C)C(=O)N/N=C/c1ccc(OCc2ccccc2)cc1
→ -36	0.0	-5	-15	-5	-2	12	1
#49 O=C(/C=C/c1ccco1)OCc1nnc(-c2ccc(Cl)cc2)o1
→ -1	0.9	13	-4	-11	33	10	3
#50 Cc1cccc(NC(=O)Nc2ccc3c(c2)N(C)C(=O)CS3)n1
→ -1	-1.3	-2	6	35	-1	-1	-15
#51 O=C(c1ccc(S(=O)(=O)N2CCCCCC2)cc1)N(c1ccccn1)C1CCCCC1
→ -2	-0.1	-3	5	2	-1	15	1
#52 COC(=O)CSc1nnc(CNC(=O)c2ccccc2OC)n1C
→ 1	-2.1	-2	4	6	3	-24	-2
#53 COC(=O)/C=C/c1ccccc1CN1[C@@H](CC(=O)OC)c2ccccc2S1(=O)=O
→ 3	-0.3	-5	0	-1	0	3	-1
#54 O=C(O)c1ccccc1NS(=O)(=O)c1ccc(NN=Cc2cccc(Cl)c2)c([N+](=O)[O-])c1
→ 32*	40	-6	-10	5	-3	24	4
#55 CC[C@H](C)C(=O)N[C@H]1CCCN1C(=O)/C=C/c1ccccc1
→ 3	0.4	-13	-4	-6	-5	6	1
#56 CC1=C(C)SC(=C(C#N)c2nnc(N3CCOCC3)n2-c2ccccc2)S1
→ .	.	-4	.	6	-4	8	.
#57 COCCNC(=O)CN1CCC(n2c(C)nc3cc(C(F)(F)F)ccc32)CC1
→ -2	-1.0	1	-4	-13	1	-2	-5
#58 Cc1noc(C)c1S(=O)(=O)N(CC(=O)N1CCn2c1nc1ccccc12)c1ccc(C(C)C)cc1
→ -8	-0.2	-4	11	4	-3	10	-2
#59 CCC(c1nnnn1CCc1ccccc1)N1CCN(c2ccc(OC)cc2)CC1 (stereo not given)
→ 2	-0.7	-1	9	20	-1	20	5
#60 FC(F)(F)c1cc(CCN2C(=S)NC[C@@H]2CC2CCCCC2)cc(C(F)(F)F)c1
→ -6	0.1	-2	38	3	-7	21	12

NR3A LBD binder: entries above that show a hit
| cpd | canonical_smiles | NR3A LBD binder | MPTP block | APOBEC3G inh | EBI2 antag | A3A deaminase | CCR6 antagonist | CXCR6 inh |
| --- | --- | --- | --- | --- | --- | --- | --- | --- |
| 19 | Cc1ccc(NS(=O)(=O)c2cc([N+](=O)[O-])ccc2NNC(=S)Nc2cc(C)ccc2C)c(C)c1 | 20* | 110* | -6 | 13 | 1 | 86* | 63* |
| 54 | O=C(O)c1ccccc1NS(=O)(=O)c1ccc(NN=Cc2cccc(Cl)c2)c([N+](=O)[O-])c1 | 32* | 40 | -6 | -10 | -3 | 24 | 4 |

(cont.)
Each structure is followed by: NR3A LBD binder	MPTP block	APOBEC3G inh	EBI2 antag	Gli-Sufu block	A3A deaminase	CCR6 antagonist	CXCR6 inh
#61 O=C(CSc1nnc2ncccn12)N1CCCCCC1
→ 1	-0.3	-4	-11	-1	-3	-13	9
#62 Cc1cc([N+](=O)[O-])ccc1NCc1ccc2ccccc2c1
→ 1	11	-5	39	6	2	18	14
#63 COc1ccccc1NC(=O)CN1CCN(CC(=O)Nc2ccc(F)cc2)CC1
→ -4	-0.5	-2	4	3	-2	10	8
#64 COc1ccc(CCNC(=O)Cc2ccc(OC)c(OC)c2)cc1OC
→ -2	1.7	4	-4	-24	0	-4	-4
#65 COC(=O)C1=C(C(=O)OC)[C@@H]2N(C)c3ccccc3[C@@]23C[C@@H](C(=O)OC)N(C(=O)c2ccc(Br)cc2)C3=N1
→ 2	0.7	-12	-3	-15	-8	3	5
#66 CCOc1ccc(NC(=O)c2ccncc2)cc1
→ 1	-1.7	-6	-2	-2	-3	-18	-5
#67 Nc1nc(N)nc(COc2ccccc2)n1
→ 1	-0.7	-6	-6	-40	0	0	-11
#68 CC(=O)c1cccc(NC(=O)N2CCOCC2)c1
→ 1	0.3	-4	-8	6	1	-2	4
#69 Cc1ccc2c(c1)[C@H]1[C@H](CO2)[C@H](c2ccccc2)[C@]2(C)C(=O)Nc3cc(F)ccc3C(=O)N12
→ -1	-1.0	-3	0	6	-1	-1	4
